NPR1 activator: GC-A (human) enzyme activation | P16066 | HEK293 GC-A cells, cGMP TR-FRET, EC30 ANP; 0% at EC30 ANP, 100% saturating ANP | activation, % at 10 µM | 370,000 tested, 0.14% active; in the data active = activation above about 40%
GAA850 FXN act: activators of GAA850 frataxin (FXN) promoter; AID 540364; 360,000 tested, 0.56% active; HEK293 lucGAA850 FXN promoter luciferase reporter, 24 h; percent of 10 µM SAHA response; activation, % at 6 µM;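 active = activation above the average of all compounds screened plus 3 SD, cutoff fixed separately per campaign, cut at about 7.5% in these data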;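 note: 0% = DMSO wells and 100% = 10 µM SAHA wells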
ADAM10 inh: inhibitors of human ADAM10 | recombinant ADAM10, EDANS/DABCYL FRET peptide cleavage, 3 h | inhibition, % at 7 µM | 370,000 tested, 0.62% active | AID 720582 | O14672;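 active = inhibition above a per-campaign cutoff equal to the mean of compounds falling between control-based bounds plus 3 SD, cut at about 20% in these data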;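 note: 0% = DMSO wells while the 100% control is not disclosed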
ASAP1 GAP inh: blocks human ASAP1-stimulated Arf1 GTP hydrolysis; AID 624377; Q9ULH1; inhibition, % at 16.5 µM; GDP FP detection; 360,000 tested, 0.19% active; in the data active = inhibition above about 25%;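 note: 0% = vehicle with enzyme and substrate and 100% = no enzyme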
Target sequence (Q9ULH1 325-724 limits assumed): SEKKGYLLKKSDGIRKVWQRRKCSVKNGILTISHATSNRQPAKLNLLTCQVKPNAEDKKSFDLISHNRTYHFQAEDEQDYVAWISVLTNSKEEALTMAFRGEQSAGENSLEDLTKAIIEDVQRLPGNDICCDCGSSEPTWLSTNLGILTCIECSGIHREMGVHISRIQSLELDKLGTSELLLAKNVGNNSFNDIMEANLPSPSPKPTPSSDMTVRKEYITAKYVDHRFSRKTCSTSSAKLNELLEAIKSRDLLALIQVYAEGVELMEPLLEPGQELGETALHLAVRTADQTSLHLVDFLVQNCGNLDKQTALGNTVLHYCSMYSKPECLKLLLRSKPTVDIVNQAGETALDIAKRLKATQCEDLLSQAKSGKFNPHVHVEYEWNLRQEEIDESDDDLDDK
rCAG RNA binder: molecules binding r(CAG) RNA repeats | AID 651821 | inhibition, % at 3 µM | r(CAG) RNA repeat, TO-PRO-1 dye displacement fluorescence | 370,000 tested, 1.3% active;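 active = inhibition above the plate cutoff, the mean of all test compounds on that plate plus 3 SD, cut at about 35% in these data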;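 note: 0% = DMSO alone and 100% = 100 µM mitoxantrone as full dye displacement; higher means more dye released from RNA so lower well fluorescence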
DDE Tn6 FP inh: disrupts Tn6 cyclic peptide binding to fibrin D-Dimer-E complex | inhibition, % at 8.3 µM | 370,000 tested, 0.21% active | P02675 | AID 720509 | Fibrin DD(E) TRITC-Tn6 fluorescence polarization displacement;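 active = inhibition above a per-campaign cutoff: mean of compounds within control limits plus 3 SD, cut at about 15% in these data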;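 note: 0% = median of all compound wells on the plate and 100% = blocking peptide control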
Target sequence (P02675 whole entry, looked up): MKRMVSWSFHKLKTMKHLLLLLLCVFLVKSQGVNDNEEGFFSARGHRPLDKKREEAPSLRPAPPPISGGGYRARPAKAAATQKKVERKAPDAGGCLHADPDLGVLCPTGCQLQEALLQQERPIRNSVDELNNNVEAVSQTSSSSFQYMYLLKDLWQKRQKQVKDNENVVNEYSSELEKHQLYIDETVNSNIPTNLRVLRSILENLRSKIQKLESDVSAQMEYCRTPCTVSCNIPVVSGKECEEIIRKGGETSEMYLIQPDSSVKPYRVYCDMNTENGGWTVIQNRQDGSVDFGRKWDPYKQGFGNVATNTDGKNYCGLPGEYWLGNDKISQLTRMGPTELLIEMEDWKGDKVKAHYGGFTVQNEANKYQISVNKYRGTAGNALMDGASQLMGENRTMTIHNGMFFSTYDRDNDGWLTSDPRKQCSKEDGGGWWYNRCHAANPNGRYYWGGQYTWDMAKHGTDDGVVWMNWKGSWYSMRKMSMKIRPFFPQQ
GC-B act: GC-B (human) receptor activation. 370,000 tested, 0.11% active. activation, % at 10 µM. HEK293-GC-B cells, CNP EC30, cGMP TR-FRET; 0% at EC30 CNP, 100% saturating CNP. P20594;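 active = activation at 10 µM reaching about 35% in either raw or pattern-adjusted values, limit read from the data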
ARFGAP1 inh: rat ARFGAP1 inhibition | inhibition, % at 16.5 µM | AID 651572 | Q62848 | Arfgap1-stimulated ARF1 GTP hydrolysis, GDP FP detection | 360,000 tested, 0.26% active;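 active = inhibition above a per-plate limit, mean inhibition of low control wells plus 3 SD, cut at about 25% in these data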;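 note: 0% = DMSO wells with enzyme and 100% = wells lacking Arfgap1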
Target sequence (Q62848 1-136 limits assumed): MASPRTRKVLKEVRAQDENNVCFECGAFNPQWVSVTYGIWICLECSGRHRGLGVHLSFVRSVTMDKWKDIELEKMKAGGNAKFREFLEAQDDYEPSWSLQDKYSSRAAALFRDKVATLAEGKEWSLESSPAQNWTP
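system = rat Arfgap1 catalytic domain, aa 1-136 | technique = FP, GDP Alexa 633 tracer displaced from anti-GDP antibody, 620/688 nm | compound = one concentration, 16.5 µM, DMSO 1.26% | medium = HEPES-based buffer, pH 7.5 | timing = compound-enzyme preincubation 20 min, reaction 120 min, detection 60 min, 25 °C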
proKLK7 act: activates the human kallikrein-7 zymogen | P49862 | activation, % at 7 µM | 370,000 tested, 0.9% active | AID 652039 | purified proKLK7, EDANS-DABCYL substrate fluorescence; 100% is mature enzyme control, 0% vehicle;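 active = activation above the mean of all tested compounds plus 3 SD, computed per campaign excluding outliers beyond control limits, cut at about 13% in these data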
HGIII-sPLA2 inh: Blocks human group III sPLA2 activity | inhibition, % at 12.2 µM | QFRET BODIPY PC-A2 liposome hydrolysis, fluorescence | AID 743126 | Q9NZ20 | 370,000 tested, 0.56% active;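 active = inhibition above mean plus 3 SD of compounds lying within the high and low control bounds, cut at about 19% in these data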;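 note: 0% = median of test compound wells and 100% = no enzyme DMSO wells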
The depositor's hits bear a star; i = inactive; x = not tested or not shown.

Sample of the layout, 9 compounds:
SMILES | NPR1 activator | GAA850 FXN act | ADAM10 inh | ASAP1 GAP inh | rCAG RNA binder | DDE Tn6 FP inh | GC-B act | ARFGAP1 inh | proKLK7 act | HGIII-sPLA2 inh
COc1cc2nc(CC(C)C)n(NC(=O)c3ccccc3Br)c(=O)c2cc1OC | -3 | 0.5 | 3 | -12 | 7 | 1 | -3 | 0 | -0.6 | -7
CCOC(=O)C(=Cc1cc(=O)c(OC)co1)C(=O)OCC | 5 | -15 | -6 | 7 | 1 | 5 | 12 | -7 | -0.1 | 4
CC[C@H]1OC(=O)[C@H](C)[C@@H](O[C@H]2C[C@@](C)(OC)[C@@H](O)[C@H](C)O2)[C@H](C)[C@@H](O[C@@H]2O[C@H](C)C[C@H](N(C)C)[C@H]2O)[C@](C)(O)C[C@@H](C)CN(C)[C@H](C)[C@@H](O)[C@]1(C)O | 0 | 0.8 | 3 | -16 | 0 | 6 | 2 | -10 | -0.1 | -3
O=c1oc2cc(O)ccc2c2c1CCCC2 | -4 | -0.1 | i | -9 | 3 | 2 | 1 | -12 | 58* | -2
O=C(NC(=S)NCCN1CCOCC1)c1cccc(Cl)c1 | 4 | -1.5 | -1 | 2 | -3 | -2 | -1 | 4 | -0.7 | 2
O=C(NC(=S)Nc1nc(-c2ccccc2)cs1)c1cccs1 | 3 | 1.1 | 3 | 12 | 19 | -1 | -8 | -4 | 0.4 | -6
O=C(CSc1nc(-c2ccco2)cc(C(F)(F)F)n1)N1CCN(c2cccc(Cl)c2)CC1 | -10 | -0.1 | 7 | 6 | 6 | 3 | -18 | 7 | -65 | -8
O=c1cc(N/N=C/c2ccccc2)[nH]c(=O)[nH]1 | -4 | 0.0 | -36 | 2 | 2 | 9 | -4 | 3 | -0.1 | 12
C/C=C(\C)C(=O)N[C@@H](C)CN1C2=NC[C@H](C(C)C)N2C[C@H]1Cc1ccc(OC)cc1 | 2 | -1.1 | 8 | 6 | 3 | -3 | 8 | 7 | -0.5 | 10

Results, from the first entry:
SMILES | NPR1 activator | GAA850 FXN act | ADAM10 inh | ASAP1 GAP inh | rCAG RNA binder | DDE Tn6 FP inh | GC-B act | ARFGAP1 inh | proKLK7 act | HGIII-sPLA2 inh
COc1cc2nc(CC(C)C)n(NC(=O)c3ccccc3Br)c(=O)c2cc1OC | -3 | 0.5 | 3 | -12 | 7 | 1 | -3 | 0 | -0.6 | -7
CCOC(=O)C(=Cc1cc(=O)c(OC)co1)C(=O)OCC | 5 | -15 | -6 | 7 | 1 | 5 | 12 | -7 | -0.1 | 4
CC[C@H]1OC(=O)[C@H](C)[C@@H](O[C@H]2C[C@@](C)(OC)[C@@H](O)[C@H](C)O2)[C@H](C)[C@@H](O[C@@H]2O[C@H](C)C[C@H](N(C)C)[C@H]2O)[C@](C)(O)C[C@@H](C)CN(C)[C@H](C)[C@@H](O)[C@]1(C)O | 0 | 0.8 | 3 | -16 | 0 | 6 | 2 | -10 | -0.1 | -3
O=c1oc2cc(O)ccc2c2c1CCCC2 | -4 | -0.1 | i | -9 | 3 | 2 | 1 | -12 | 58* | -2
O=C(NC(=S)NCCN1CCOCC1)c1cccc(Cl)c1 | 4 | -1.5 | -1 | 2 | -3 | -2 | -1 | 4 | -0.7 | 2
O=C(NC(=S)Nc1nc(-c2ccccc2)cs1)c1cccs1 | 3 | 1.1 | 3 | 12 | 19 | -1 | -8 | -4 | 0.4 | -6
O=C(CSc1nc(-c2ccco2)cc(C(F)(F)F)n1)N1CCN(c2cccc(Cl)c2)CC1 | -10 | -0.1 | 7 | 6 | 6 | 3 | -18 | 7 | -65 | -8
O=c1cc(N/N=C/c2ccccc2)[nH]c(=O)[nH]1 | -4 | 0.0 | -36 | 2 | 2 | 9 | -4 | 3 | -0.1 | 12
C/C=C(\C)C(=O)N[C@@H](C)CN1C2=NC[C@H](C(C)C)N2C[C@H]1Cc1ccc(OC)cc1 | 2 | -1.1 | 8 | 6 | 3 | -3 | 8 | 7 | -0.5 | 10
COc1cccc2cc(C(=O)Nc3cc(C)cc(C)c3)/c(=N/NS(=O)(=O)c3ccccc3)oc12 | 4 | 1.0 | -2 | 4 | 4 | 1 | 0 | 2 | -0.6 | 0
COC(=O)c1ccc2nc(-c3ccc(Cl)cc3)c(Cc3ccsc3)n2c1 | 28 | x | -33 | -4 | 14 | 1 | 31 | 3 | -1.9 | 5
CCNS(=O)(=O)c1ccc(CCC(=O)Nc2ccc(C(=O)OC)cc2)cc1 | 1 | 1.0 | -12 | -2 | 0 | 6 | 3 | -11 | 0.8 | -15
O=c1[nH]n(-c2ccc(Cl)cc2)c2ncccc12 | 0 | -2.4 | -5 | -4 | 2 | 5 | -2 | 2 | -0.1 | -3
CCN1C(=O)N[C@@H]2C[C@H](C(=O)N3CCCC3)[C@H](C)[C@H](c3ccccc3)C[C@@H]21 | 2 | x | -8 | 9 | 1 | 11 | -2 | -1 | 0.3 | 1
C[C@H](CO)N1C[C@H](C)[C@H](CN(C)S(=O)(=O)c2cccc(F)c2)OCc2ccccc2-c2c(n(C)c3ccccc23)C1=O | -2 | 0.3 | 15 | 0 | 7 | 0 | 3 | -6 | 0.1 | -24
Cc1ccc(SCCNC(=O)c2cccc([N+](=O)[O-])c2C)cc1 | -2 | -0.7 | 0 | 7 | -6 | 6 | 3 | -3 | 0.0 | 1
CC(C)C1C(=O)N(Cc2cn(Cc3ccco3)nn2)CCS(=O)(=O)N1Cc1ccc(-c2ccc(F)cc2)cc1 (stereo not given) | -4 | -0.2 | 14 | 7 | 10 | 0 | 1 | 1 | -0.1 | -48
CN(C(=O)CSc1nc2ccccc2c(=O)n1-c1ccccc1Cl)C1CCS(=O)(=O)C1 (stereo not given) | -8 | 0.4 | -17 | 8 | 1 | -4 | 2 | 11 | -1.0 | 8
CN(Cc1ccccc1)C(=O)C1CCN(S(=O)(=O)c2cccc3nsnc23)CC1 | -1 | -2.4 | 0 | -9 | -2 | 4 | 1 | -10 | 0.5 | -3
CCOC(=O)c1ccccc1NC(=O)CSc1nc(N)cc(=O)[nH]1 | -1 | -2.0 | -10 | -8 | 1 | 2 | -2 | 6 | 0.1 | -7
O=C(C1=C[C@H](C2CC2)C[C@H](OCCCCO)O1)N1CCN(Cc2ccccc2)CC1 | 2 | 0.6 | 4 | -3 | 0 | -1 | 2 | 6 | -0.1 | 5
Cc1ccc(S(=O)(=O)N2C3C=CC(C3)C2C(=O)O)cc1 (stereo not given) | 5 | -0.4 | -3 | -16 | 2 | -9 | 6 | 1 | 0.3 | 6
Cc1cc(C)cc(CN2CCC(Oc3ccc(C(=O)N4CCCC4)cc3)CC2)c1 | -4 | 1.6 | -2 | -13 | -11 | -15 | -1 | 16 | 0.0 | -5
CCC(=O)NCCc1cc2ccc(C)c(C)c2[nH]c1=O | -2 | 0.4 | -48 | 9 | 3 | 2 | 2 | 1 | 0.3 | 2
N#Cc1cn(-c2ccccc2)nc1-c1ccco1 | -33 | 4.7 | -4 | 12 | 11 | -4 | -21 | -6 | -0.4 | 6
COc1ccc2c(c1OC)C(=O)N1N=C(c3ccccc3)CC21 (stereo not given) | 0 | 0.0 | 1 | -3 | 1 | -5 | 8 | 3 | 0.1 | -1
Cc1ccc(C(=O)OCC(=O)NC(=O)c2cccn2C)cc1[N+](=O)[O-] | -6 | 1.1 | -2 | -7 | 4 | -6 | -3 | 17 | -0.5 | -6
CCc1cc(=O)oc2c(C)c(OC(C)C(=O)N3CCC[C@@H]3C(=O)O)ccc12 (stereo not given in full) | 0 | -0.1 | -436 | 5 | 8 | -2 | 4 | 4 | 0.4 | 14
COc1ccc(/C=N/NC(=O)C2CCN(c3ncc(C(F)(F)F)cc3Cl)CC2)cc1 | 6 | -1.5 | -11 | -6 | -2 | 0 | -1 | -15 | -0.1 | 3
CCc1ccc(-c2csc(NC(=O)C3CCCO3)c2C(=O)OC(C)C)cc1 (stereo not given) | -7 | 3.0 | 11 | 8 | 2 | -4 | 7 | -9 | -0.2 | -3
COc1ccccc1C(CC(=O)O)c1ccc2c(c1)OCO2 (stereo not given) | 0 | 0.9 | -2 | 0 | 1 | 5 | -1 | -7 | 2.3 | -5
O=C(/C=C/c1ccc2c(c1)OCO2)NCCSCc1ccc(Cl)cc1 | 1 | -0.3 | -22 | -1 | -2 | 1 | 1 | 7 | -0.3 | -8
O=C(c1cc(=O)[nH]c2ccccc12)N1CCN(S(=O)(=O)c2ccc(Cl)cc2)CC1 | -1 | -2.4 | -91 | 2 | 2 | 5 | 0 | -9 | 0.0 | -5
COc1cc(CNC[C@H]2O[C@@H](n3cnc(C(N)=O)n3)[C@H](O)[C@@H]2O)ccc1OCc1cccc(Cl)c1 | 3 | -2.8 | -8 | 11 | 2 | -5 | -4 | 1 | 0.1 | 5
CN(c1ccccc1)S(=O)(=O)c1ccc(C(=O)N2CCc3ccccc3C2)cc1 | -4 | 1.4 | -3 | -9 | -5 | 0 | -3 | -9 | 0.2 | -8
CC(=O)c1cccc(Nc2nc(-c3ccccc3)cs2)c1 | 1 | 7.8* | -1 | 12 | 9 | -6 | -8 | 6 | 0.5 | -14
CCN(C(=O)CSc1nc2ccc([N+](=O)[O-])cc2s1)C1CCS(=O)(=O)C1 (stereo not given) | 2 | -1.9 | 6 | -7 | 1 | -1 | -3 | -1 | 0.0 | -8
CC(C)COc1ccc(C(=O)NNC(=O)c2ccc(=O)[nH]c2)cc1 | 1 | 0.4 | -6 | -8 | 4 | 1 | -3 | 5 | 0.4 | -5
Cc1nc2ccccc2c2oc(C(=O)N3CCc4ccccc4C3)cc12 | 7 | -0.6 | -13 | -2 | 9 | 0 | 14 | -4 | 0.0 | -3
O=c1c(Cc2ccccc2)c(O)c2cccc3c4c(n1c23)CCCC4 | 3 | -0.7 | -129 | -10 | 31 | -2 | 5 | -9 | -1.3 | -8
Cc1ccc2c(c1)C1CN(C)CCC1N2C(=S)Nc1ccc(OC(F)F)cc1 (stereo not given) | 3 | 1.6 | 2 | -5 | -3 | -3 | 4 | -1 | 0.1 | 6
Cc1c(C)c2c(OCC(=O)NCCCO)cc3c(c2oc1=O)CCC(C)(C)O3 | 4 | 2.1 | i | 8 | -7 | 12 | 1 | -7 | 40* | 1
CN(c1ccccc1)c1nc(N)c([N+](=O)[O-])c(NCc2ccco2)n1 | 8 | 6.6 | 3 | -7 | -2 | 3 | 9 | -6 | 0.2 | 1
COc1ccccc1CN=Cc1[nH]c2ccc(Br)c(Cl)c2c1O | -9 | -1.2 | 3 | -10 | 11 | 6 | -13 | -9 | -0.4 | 3
CCNC(=S)Nc1ccc2c(c1)c(=O)n(C)n2-c1ccc(C(C)(C)C)cc1 | 12 | 1.4 | i | 17 | 5 | 4 | 7 | -2 | -19 | 4
CCCCN(C(=O)C1CC(=O)N(c2ccc(C)cc2)C1)c1c(N)n(CCC)c(=O)[nH]c1=O (stereo not given) | 0 | -0.8 | -1 | -10 | 6 | -5 | 5 | -1 | 0.2 | 8
